MITF act = activators of MITF-driven TRPM1 promoter reporter, primary screen, cell-based, SK-MEL-5, luciferase, single point. SK-MEL-5 TRPM1-promoter luciferase, 24 h; % of positive control, neutral wells = 0. activation, % at 12.5 µM. hit rate 0.75% among 300,000. AID 588334, 2011;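 active = mean activation of at least 80% with every replicate also reaching 80%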;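 also: 0% = neutral control wells and 100% = parthenolide positive control wells; values of inactives mirror those of a sister screen read the other way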
V-ATPase pH = regulators of yeast V-ATPase proton pumping, primary screen, pHLuorin cytosolic pH fluorescence; S. cerevisiae; response, % at 10 µM; hit rate 0.37% among 350,000; in the data active = response mostly above about 7.3%, no sharp cut-off; inactive = mostly below about 5.4%; also: actives read high; inactives centre near 0; some compounds called inactive have numbers as strong as hits; reference of the scale not given here
Tat transport = E. coli Tat export inhibitors, primary screen, MC4100, TorA-mCherry reporter, fluorescence, single point. inhibition, % at 10 µM. hit rate 0.036% among 340,000;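 active = mean replicate inhibition at least 50% and at least half of replicates individually reaching 50%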;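 also: exported cargo escapes ClpAP degradation while cytoplasmic cargo is degraded and loses fluorescence; 0% = median of neutral control wells and 100% = median of NaSCN control wells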
dFosB activator = activators of delta FosB homodimer, primary screen, biochemical, fluorescence polarization, TAMRA-CDK5 oligo, single point | purified delta FosB; percent of positive-control signal above neutral wells | activation, % at 25 µM | hit rate 0.99% among 340,000 | AID 493131, 2011;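 active = mean activation above about 17%, with every replicate also reaching it, limit read from the data, passing the limit was not always enough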;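 also: fluorescence polarization rise as delta FosB binds a TAMRA Cdk5 AP-1 oligo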
CAL PDZ FP-1 = CAL PDZ peptide-binding inhibitors, primary screen, biochemical, fluorescence polarization, Cer-tagged CAL PDZ, HTS | Golgi-associated PDZ and coiled-coil motif-containing protein (Homo sapiens), Q9HD26 | purified CAL PDZ, TMR-peptide fluorescence polarization, 1 h | inhibition, % at 20 µM | hit rate 0.02% among 330,000 | AID 504414, 2011;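 active = highest replicate inhibition of at least 40%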;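 also: plate controls were DMSO neutral control wells for no effect and unlabeled competitor peptide control wells for full effect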
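Material: tagged CAL PDZ domain; buffer or medium: 25 mM sodium phosphate pH 7.4, 150 mM NaCl, TCEP, IgG, Thesit; compound dosing: single point, 20 µM; schedule: 1 h incubation at room temperature before polarization reading; measured by: FP readout, S and P plane fluorescence; read-out basis: percent inhibition from loss of millipolarization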
Wnt act = Wnt/beta-catenin pathway activators, primary screen, cell-based, plate reader, single point; Wnt/beta-catenin reporter cell assay, activator; activation, % at 9.35 µM; hit rate 1.2% among 300,000; in the data active = activation above about 30%, passing the limit was not always enough;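 also: 0% = neutral control wells and 100% = positive control wells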
Rtt109 Vps75 = inhibitors of C. albicans Rtt109/Vps75 HAT, primary screen, biochemical, ThioGlo CoA-SH fluorescence, plate reader | purified Rtt109/Vps75, 4 h | inhibition, % at 34.9 µM | hit rate 0.16% among 330,000 | Histone acetyltransferase RTT109 (Candida albicans (strain SC5314 / ATCC MYA-2876)), … | AID 540336, 2011;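 active = inhibition of at least 50% in every replicate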
Target sequence (Q5AAJ8 whole entry, looked up): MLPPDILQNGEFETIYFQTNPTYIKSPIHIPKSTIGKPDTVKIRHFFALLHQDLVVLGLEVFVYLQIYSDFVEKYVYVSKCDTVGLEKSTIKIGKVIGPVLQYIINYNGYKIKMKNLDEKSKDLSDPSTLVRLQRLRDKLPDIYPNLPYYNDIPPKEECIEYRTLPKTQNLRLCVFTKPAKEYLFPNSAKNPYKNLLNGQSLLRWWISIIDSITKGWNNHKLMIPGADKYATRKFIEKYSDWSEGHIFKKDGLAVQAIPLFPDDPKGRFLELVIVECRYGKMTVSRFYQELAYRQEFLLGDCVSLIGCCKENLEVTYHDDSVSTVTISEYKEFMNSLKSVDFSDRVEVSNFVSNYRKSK
CDK5 p35 inh = inhibitors of human CDK5/p35 kinase, primary screen, biochemical, single concentration | Cyclin-dependent kinase 5 (Homo sapiens) + Cyclin-dependent kinase 5 activator 1 (Homo … | Recombinant CDK5/p35, ADP-Glo luminescence, 60 min | inhibition, % at 10 µM | hit rate 0.01% among 330,000;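 active = highest replicate inhibition of at least 50% and at least 75% of replicates reaching 50%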;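 also: plate controls were DMSO neutral control for no effect and GW8510 at 10 µM for full effect; many of its hits are not listed in these tables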
Target sequence (Q00535 whole entry, looked up): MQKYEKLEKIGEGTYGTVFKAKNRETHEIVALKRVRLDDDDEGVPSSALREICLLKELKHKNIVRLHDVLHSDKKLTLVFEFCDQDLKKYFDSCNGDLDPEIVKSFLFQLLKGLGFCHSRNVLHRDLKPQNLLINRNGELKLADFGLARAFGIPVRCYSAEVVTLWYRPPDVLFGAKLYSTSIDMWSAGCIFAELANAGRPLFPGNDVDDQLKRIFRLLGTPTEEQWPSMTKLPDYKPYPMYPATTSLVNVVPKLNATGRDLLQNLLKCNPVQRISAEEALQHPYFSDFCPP
Target sequence (Q15078 whole entry, looked up): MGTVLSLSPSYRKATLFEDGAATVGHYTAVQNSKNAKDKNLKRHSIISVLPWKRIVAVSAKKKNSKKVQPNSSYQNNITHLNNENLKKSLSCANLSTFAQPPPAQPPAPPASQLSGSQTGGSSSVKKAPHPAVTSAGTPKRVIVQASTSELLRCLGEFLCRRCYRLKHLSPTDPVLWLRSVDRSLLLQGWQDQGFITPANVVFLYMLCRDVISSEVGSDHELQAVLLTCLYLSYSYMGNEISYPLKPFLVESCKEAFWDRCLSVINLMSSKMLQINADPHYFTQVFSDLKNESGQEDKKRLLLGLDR
cardiac RTF act = cardiac RTF calcium sensitivity activators, primary screen, biochemical, IANBD-TnC fluorescence, EC20 calcium; Troponin I, cardiac muscle (Homo sapiens) + Troponin T, cardiac muscle (Homo sapiens) + …; IANBD-labeled TnC RTF fluorescence at EC20 calcium; 0% EC20 calcium, 100% full calcium; activation, % at 7.2 µM; hit rate 0.24% among 340,000; AID 493008, 2010;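 active = activation above the mean over all tested compounds plus 3 SD, cut at about 30% in these data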;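 also: rise in fluorescence read as greater calcium sensitivity of cardiac thin filaments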
CAL PDZ FP-2 = untagged CAL PDZ binding inhibitors, primary screen, biochemical, fluorescence polarization, HTS | hit rate 0.92% among 300,000 | Golgi-associated PDZ and coiled-coil motif-containing protein (Homo sapiens), Q9HD26 | AID 602252, 2012 | inhibition, % at 24.9 µM | purified CAL PDZ, TMR-peptide fluorescence polarization, 1 h;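 active = mean inhibition of at least 30% with at least half of replicates also reaching 30%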;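 also: 0% = DMSO neutral control and 100% = excess unlabeled competitor peptide PRC23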
An asterisk follows results filed as active; x = not tested or not shown. Not a hit list. About 4.1% of those tested had a hit in this group.

SMILES	MITF act	V-ATPase pH	Tat transport	dFosB activator	CAL PDZ FP-1	Wnt act	Rtt109 Vps75	CDK5 p35 inh	cardiac RTF act	CAL PDZ FP-2
CCCCN(C(=O)c1ccc(OC)c([N+](=O)[O-])c1)c1c(N)n(CCC)c(=O)[nH]c1=O	-3.1	5.9	-2.1	-3.3	-1.7	1.1	-3.3	-3.3	-5.3	-4.5
CCCn1c(SCC(=O)Nc2ccc(Cl)cn2)nnc1C1CC1	-10.2	2.5	6.4	-7.8	-2.4	0.6	2.5	-0.3	-7.1	-3.4
CCCCN(CCCC)S(=O)(=O)c1ccc(NC(=O)c2cccs2)cc1	-14.3	-2.4	5.8	-9.4	-0.6	x	13.9	0.1	0.1	x
O=c1c2c3nc4ccccc4nc3n(CCN3CCOCC3)c2ncn1CCN1CCOCC1	-4.8	-3.1	-0.1	-11.9	0.0	-2.2	43.2	3.5	0.6	-1.4
O=C(NC1=NCCS1)c1ccccc1OCc1ccccc1Cl	1.3	4.3	-10.0	-4.6	0.6	-0.5	-2.2	6.4	1.5	-5.8
CCOC(=O)C(NC(=O)CCl)(Nc1sc(C)c(CC)c1C#N)C(F)(F)F (stereo not given)	0.3	0.0	-2.2	-12.4	0.4	2.3	-1.9	-0.5	5.0	0.7
O=C1NC2(CCCCC2)CO1	-12.4	-2.3	-7.9	-6.3	0.3	-2.0	-7.6	0.8	9.3	1.2
CCc1ccc(NC(=O)Cn2cnc([N+](=O)[O-])c2)cc1	x	-2.3	-9.1	-4.8	0.0	0.1	-0.3	0.4	-0.5	x
O=C(CN1C(=O)NC2(CCCC2)C1=O)N1CCN(S(=O)(=O)c2ccccc2[N+](=O)[O-])CC1	-0.5	-2.8	-7.4	-1.1	-1.6	-1.1	9.5	-1.4	-0.5	-2.6
O=C(O)CC1C(=O)NCCN1CCCc1ccccc1 (stereo not given)	3.1	-0.1	-1.4	-2.0	0.4	-2.6	0.8	1.4	-0.3	x
CSc1ncc(-c2ccccc2)cn1	40.6	-2.6	-2.0	2.5	-0.2	6.4	-2.6	-0.7	-2.8	1.0
CCn1c(SCC(=O)c2cc(C)n(CC3CCCO3)c2C)nc2ccccc21 (stereo not given)	12.1	3.7	13.9	-7.6	-2.4	-0.5	-0.4	-2.1	5.8	-2.2
C=CCOc1ccc(C2/C(=C(\O)c3ccc4c(c3)OCCO4)C(=O)C(=O)N2CCCN2CCOCC2)cc1 (stereo not given)	0.0	-8.2	-5.5	-6.5	0.9	1.3	13.0	-1.6	-2.4	x
Cn1c(=O)c2c(ncn2CC(=O)N2CCN(S(=O)(=O)c3ccc(Cl)cc3)CC2)n(C)c1=O	4.9	2.6	3.2	-5.0	-1.8	-1.0	-9.1	-2.2	-6.6	-0.6
CC(C)Oc1cccc(C(=O)C2CCCN(C(=O)c3csnn3)C2)c1 (stereo not given)	-9.9	3.5	1.8	1.4	-2.3	0.4	-2.2	1.9	-3.0	0.2
COCCn1nnnc1C(C(C)C)N1CCOCC1 (stereo not given)	-0.7	3.8	0.1	1.7	2.1	x	-1.9	0.7	6.8	1.1
CCN(C(=O)/C=C/c1cc(OC)c(OC)c(OC)c1)C1CCCCC1	2.0	-1.0	-3.7	-7.9	-1.0	4.3	8.1	0.8	-2.6	x
Cc1cc(C)c2c(c1)[C@@H]1C=CC[C@@H]1[C@H](c1ccc(S(=O)(=O)N3CCOCC3)cc1)N2	-4.7	-0.7	0.6	-7.3	-0.6	-2.6	-0.4	4.4	3.2	-3.5
O=C1CSC(=S)N1c1cccnc1	-4.4	0.1	-7.7	1.7	-1.8	-0.8	-64.0	0.0	1.5	-1.5
Cc1ccc(CN2CCC(NC(=O)c3ccccc3)CC2)cc1	-19.2	0.5	7.5	-2.8	-1.9	-0.9	1.0	0.6	3.4	-3.9
C/C(=N\NC(=O)c1nnn(-c2nonc2N)c1C(C)C)c1cc(C)sc1C	21.1	-1.3	2.8	-6.7	-1.2	-0.8	-16.9	-1.1	2.1	-2.7
O=S(=O)(c1ccccc1)N(CC(O)Cn1c2ccccc2c2ccccc21)c1ccccc1 (stereo not given)	-10.1	7.8*	21.4	-10.9	0.5	x	0.2	-0.3	-3.9	-0.8
O=C1CCC(=O)N1c1ccc(S(=O)(=O)Nc2ccc(Br)cc2)cc1	10.6	0.8	-3.3	-10.5	-2.3	-1.1	5.6	1.2	-4.9	-1.6
COc1cc(/C=C2\SC(=S)N(NC(=O)c3cccnc3)C2=O)ccc1O	-4.1	2.3	-4.5	31.2*	-2.6	0.4	23.4	1.1	6.7	-16.6
COCCCNC(=O)Nc1ccc(F)cc1F	x	-3.4	-2.3	-2.5	-1.0	8.6	-25.8	-0.1	1.0	-1.2
CC(C)(C)C1CCC(=NNC(=O)c2cc3c(s2)CCCC3)CC1 (stereo not given)	0.9	-4.6	-2.0	1.3	-3.1	-1.0	43.4	0.0	-6.2	-1.7
Cc1ccc(NC(=O)Cc2nnc(N)s2)cc1	x	-3.9	1.1	-7.5	0.0	5.7	-3.5	-0.8	x	x
COc1ccc(O)c(-c2cc(-c3cccc(Br)c3)n[nH]2)c1	55.7	-3.0	4.8	-12.6	1.9	15.1	2.5	-0.2	-0.8	-5.2
CCN(CC)S(=O)(=O)c1cc(C(=O)OCC(=O)c2ccc3c(c2)NC(=O)CO3)ccc1F	x	4.0	7.8	20.3*	-0.6	x	-14.4	-0.2	4.7	x
CCN(CCCNC(=O)CNC(=O)c1nn(-c2ccc(OC)cc2)c(=O)c2ccccc12)c1cccc(C)c1	6.2	5.1	8.4	-3.8	-1.8	-6.7	7.2	-0.2	-2.4	-6.1
Cc1c(C(=O)NC2CCCc3ccccc32)oc2ccccc12 (stereo not given)	1.6	2.5	-0.4	-0.6	-0.8	-2.1	3.2	-1.4	-1.8	-2.9
Cc1nc(CC(=O)c2c(C)cc(O)cc2O)cs1	-6.0	-0.4	-5.2	-3.7	-2.0	13.3	x	-1.2	-2.3	-0.6
COc1ccccc1OCC(=O)NCCNC(=O)COc1ccccc1OC	0.2	1.0	-2.5	0.7	-1.6	-0.5	-5.0	0.4	3.2	-1.5
Cc1ccc(OCC(=O)Oc2cccc(C)c2C)cc1	-0.5	-0.2	-9.1	-5.7	-2.8	-1.1	1.9	2.5	-4.1	-0.6
CCC(C)[C@@H](NC(=O)OC(C)(C)C)c1nnc(S(=O)(=O)Cc2cccc(C)c2)o1 (stereo not given in full)	-70.7	3.2	-6.6	-9.9	-0.8	x	11.6	0.9	-7.2	-2.9
C=CCn1cnc2c(sc3nc(C)cc(C)c32)c1=O	x	2.1	3.6	-22.5	-1.1	30.0	-9.9	0.2	0.1	-3.7

Two records picked at random from the list so far, as already listed:
SMILES	MITF act	V-ATPase pH	Tat transport	dFosB activator	CAL PDZ FP-1	Wnt act	Rtt109 Vps75	CDK5 p35 inh	cardiac RTF act	CAL PDZ FP-2
COc1ccccc1OCC(=O)NCCNC(=O)COc1ccccc1OC	0.2	1.0	-2.5	0.7	-1.6	-0.5	-5.0	0.4	3.2	-1.5
COc1cc(/C=C2\SC(=S)N(NC(=O)c3cccnc3)C2=O)ccc1O	-4.1	2.3	-4.5	31.2*	-2.6	0.4	23.4	1.1	6.7	-16.6

Later entries:
SMILES	MITF act	V-ATPase pH	Tat transport	dFosB activator	CAL PDZ FP-1	Wnt act	Rtt109 Vps75	CDK5 p35 inh	cardiac RTF act	CAL PDZ FP-2
COc1ccc(S(=O)(=O)N2CCC(C(=O)Nc3ccccc3N3CCCCC3)CC2)cc1OC	9.2	-0.1	-0.8	-2.1	-2.5	-2.2	-12.6	-0.4	4.2	-0.6
Nc1nn(-c2ccccc2)nc1C(=O)OCc1ccccc1F	0.3	-1.3	11.7	-6.7	-0.5	x	-21.3	-0.5	2.8	2.0
Cc1ccc(S(=O)(=O)N2CCC(C(=O)N3CCN(Cc4ccccc4)CC3)CC2)cc1	0.4	-2.3	-10.2	0.4	0.2	-0.4	-1.8	2.3	-3.9	-2.0
CCN(c1ccccc1)S(=O)(=O)c1ccc(OC)c(N=N/C(C(=O)Nc2ccccc2)=C(/C)O)c1	1.1	1.9	-3.9	-5.5	-0.7	-2.4	-3.4	-0.6	1.8	-1.9
O=C(NCC1CCCO1)c1ccccn1 (stereo not given)	10.1	1.0	4.2	0.1	x	x	-2.3	1.5	-2.9	-3.1
Cc1cc(C)n(-c2ccc(NC(=O)C3CCCCN3C(=O)c3sccc3C)cc2)n1 (stereo not given)	-9.6	-2.4	-2.1	-13.1	-3.2	-1.4	3.5	0.6	2.6	-0.8
COc1ccc2c(c1)CCc1cc(C(=O)O)sc1-2	-11.2	-3.7	-4.6	-3.9	0.3	3.8	-18.1	-3.1	-3.9	-3.4
CS(=O)(=O)N(CC(=O)NCc1ccco1)c1ccc(OCc2ccccc2)cc1	10.8	3.6	-6.7	-14.5	0.0	1.0	-3.5	2.1	-1.2	-0.3
O=C(COc1ccccc1[N+](=O)[O-])NCc1cccnc1	-12.0	-0.7	-7.8	-2.1	-0.9	-6.4	-3.1	0.0	-3.7	-2.4
CN(C)CCCNc1oc(-c2ccccc2Cl)nc1S(=O)(=O)c1ccc(F)cc1	9.9	1.4	-3.0	0.6	-1.0	-0.4	-6.3	2.1	1.5	-2.9
CN(C)S(=O)(=O)N1CCC(Oc2ccc(C(=O)NC3CCCCC3)cc2)CC1	14.7	-2.1	-4.1	-5.6	-2.3	-0.8	-3.9	0.0	1.3	-2.5
O=C1NCC(COCc2ccco2)O1 (stereo not given)	4.5	0.2	-2.3	-2.0	-1.8	-4.8	0.5	-1.3	-1.9	-20.9
CC(Sc1nnc(Nc2ccccc2)s1)C(=O)NC1CCCc2ccccc21 (stereo not given)	7.3	-0.1	-0.8	9.0	-3.4	8.5	0.2	-2.9	2.6	-2.9
COCCn1c(=NC(=O)CCS(=O)(=O)c2ccccc2)sc2cc(F)ccc21	-10.8	0.3	1.2	-11.0	-2.9	-0.2	4.4	-1.0	-3.8	-2.2
C/C(=N\NC(=O)c1ccc(O)cc1)c1ccc(N2CCOCC2)cc1	3.0	22.8	-3.2	-2.3	x	-6.1	-4.7	-1.7	2.2	-2.1
CN(C)c1cccc(C(=O)NC2CCCc3ccccc32)c1 (stereo not given)	7.0	2.2	5.8	-2.1	-1.4	-2.5	-8.9	0.5	-7.0	59.1*
Cc1cc(C)n(C(=O)CNc2cccc(Cl)c2C)n1	12.6	0.2	-0.8	5.0	-1.8	x	x	-0.3	8.6	-0.8

Source: PubChem BioAssay
